KDM5B inhibitor = inhibitors of human KDM5B histone demethylase. Q9UGL1. KDM5B demethylase, FDH-coupled NADH fluorescence (FDH is formaldehyde dehydrogenase). Potency, µM (doses to about 57.7 µM), without a hit: top-dose activity change, negative = inhibition, most hits filed as inhibitors. 2.6% of 220,000 active. AID 1347165; active means well fitted inhibition curve with a large enough effect; inconclusive means small, poorly fitted or top-dose-only effect; inactive means no such curve, though single readings can be large or run the other way; further: 0% is about no effect; nearly all actives have a fitted effect of over 70% in size
Target sequence (Q9UGL1 whole entry, looked up): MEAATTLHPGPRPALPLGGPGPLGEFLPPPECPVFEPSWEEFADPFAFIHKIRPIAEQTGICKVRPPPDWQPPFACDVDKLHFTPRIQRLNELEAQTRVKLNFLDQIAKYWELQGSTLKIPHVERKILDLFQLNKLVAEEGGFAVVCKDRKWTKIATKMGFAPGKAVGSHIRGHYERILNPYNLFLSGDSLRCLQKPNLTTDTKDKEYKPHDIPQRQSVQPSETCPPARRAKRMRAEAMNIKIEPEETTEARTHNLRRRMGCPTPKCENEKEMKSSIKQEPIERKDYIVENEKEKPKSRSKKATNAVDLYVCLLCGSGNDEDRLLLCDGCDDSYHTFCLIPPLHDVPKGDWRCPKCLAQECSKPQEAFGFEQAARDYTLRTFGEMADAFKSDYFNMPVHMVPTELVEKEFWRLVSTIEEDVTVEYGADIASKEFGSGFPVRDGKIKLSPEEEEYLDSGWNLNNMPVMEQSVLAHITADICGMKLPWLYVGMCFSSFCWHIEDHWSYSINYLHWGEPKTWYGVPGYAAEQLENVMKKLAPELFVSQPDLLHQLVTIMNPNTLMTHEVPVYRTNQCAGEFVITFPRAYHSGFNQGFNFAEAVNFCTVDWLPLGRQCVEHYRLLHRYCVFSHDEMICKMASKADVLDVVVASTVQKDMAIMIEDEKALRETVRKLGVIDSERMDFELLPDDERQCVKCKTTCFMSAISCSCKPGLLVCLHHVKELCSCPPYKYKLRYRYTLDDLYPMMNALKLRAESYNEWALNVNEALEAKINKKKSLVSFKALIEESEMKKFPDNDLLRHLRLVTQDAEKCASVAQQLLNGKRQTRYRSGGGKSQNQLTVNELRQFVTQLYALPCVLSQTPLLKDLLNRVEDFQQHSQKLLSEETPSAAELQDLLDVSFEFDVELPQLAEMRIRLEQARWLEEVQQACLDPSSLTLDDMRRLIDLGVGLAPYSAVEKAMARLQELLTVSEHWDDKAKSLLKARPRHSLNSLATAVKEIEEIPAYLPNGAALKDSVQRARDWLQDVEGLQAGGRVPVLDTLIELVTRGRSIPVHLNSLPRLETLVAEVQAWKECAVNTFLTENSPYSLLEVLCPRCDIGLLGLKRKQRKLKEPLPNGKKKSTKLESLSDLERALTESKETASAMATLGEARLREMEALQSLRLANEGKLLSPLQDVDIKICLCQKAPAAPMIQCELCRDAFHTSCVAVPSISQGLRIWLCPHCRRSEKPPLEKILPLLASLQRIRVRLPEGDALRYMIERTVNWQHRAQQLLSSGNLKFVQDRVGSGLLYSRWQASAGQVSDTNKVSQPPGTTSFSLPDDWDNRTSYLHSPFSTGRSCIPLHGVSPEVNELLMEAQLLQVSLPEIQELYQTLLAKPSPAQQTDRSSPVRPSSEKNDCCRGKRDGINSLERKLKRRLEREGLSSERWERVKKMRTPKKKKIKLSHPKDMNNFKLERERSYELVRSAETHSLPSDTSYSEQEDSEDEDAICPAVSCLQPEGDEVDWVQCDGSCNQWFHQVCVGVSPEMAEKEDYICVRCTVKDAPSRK
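KDM5BΔAP (200 nM final) in 50 mM HEPES pH 7.5, 0.01% Tween-20 was preincubated 10 min at RT with compound over a concentration range. Substrate mix (H3K4me3 12.5 µM, α-KG 25 µM, Fe²⁺, ascorbate, NAD⁺, FDH) was added, and NADH fluorescence change over 30 min gave dose-response curves.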
Active calls of the source: *; ? = inconclusive; [ ] = another dose, or the depositor's remark. Potency means the concentration at half of the fitted maximal effect.

SMILES | KDM5B inhibitor
O=C(NCC(=O)N1CCCC1)C(=O)Nc1cccc2[nH]ccc12 | -14%
CCN(CC)Cc1nc(C2(O)CCN(Cc3ccccc3)CC2)cs1 | 22%[86.2 µM]
Brc1ccc2oc3c(Nc4ccccc4)ncnc3c2c1 | 7%
COc1ccc(CN2CCNc3cc(-c4ccccc4)ncc3C2)cc1O | 9%[86.2 µM]
FC(F)(F)c1cccc(C2=NOC3(CCCN(CC4CCCC4)C3)C2)c1 (stereo not drawn) | -23%[115 µM]
CO[C@H]1C(=O)N(C(C)C)[C@H]1C1CCN(C(=O)C(C)C)CC1 | 47%[activator]
CCc1c(C)nn(CC(=O)NC2CCCN(c3ncccn3)C2)c1C (stereo not drawn) | 20µM*
CCCCCc1ccc(-c2ccc(C(=O)Oc3ccc(C(=O)OC)cc3)cc2)nc1 | 9%
COc1ccc(NC(=S)N2CCN(C)CC2)cc1 | 18%
COCCOCc1nc(C2CCCCN2C(=O)c2ccco2)no1 (stereo not drawn) | 12%
CN(C1CCOCC1)C1CCN(C(=O)c2ccncc2)CC1 | 2%
O=C1CCC(C(=O)OCc2c(Cl)cccc2Cl)=NN1 | 12%
COc1ccccc1-c1nnc([C@H]2CCN(C(=O)c3ccccc3)C2)o1 | -25%[86.2 µM]
CC(c1nc2ccccc2c(=O)[nH]1)N(C)CCOc1ccccc1Cl (stereo not drawn) | -9%
Cn1c2c(c3ccccc31)CN(C(=O)c1ccccc1)CC2 | ?
CCNC(=O)Cn1c(CO)cnc1SCC(=O)Nc1c(C)cc(C)cc1C | 18%
COc1ccc2c(C)c(CC(=O)NCCCn3ccnc3)c(=O)oc2c1C | ?
Cc1nc(C(=O)Nc2nn(Cc3ccccc3)c3cc(OC(C)C)ccc23)c(C)o1 | ?
CC1=C(c2ccc(C)c(C)c2)S(=O)(=O)N=C1N1CCC(C(=O)NCc2ccc(C)o2)CC1 | -21%
COc1ccc(C2Cn3nnc(-c4noc(-c5ccccc5)n4)c3CO2)cc1 (stereo not drawn) | -13%
COC(=O)c1cn([C@H]2CO[C@H]3[C@@H]2OC[C@@H]3NC(=O)c2ccc(C)cc2)nn1 | -12%[86.2 µM]
COc1ccc2[nH]cc(CCNC(=O)Nc3c(C)cccc3C)c2c1 | ?
OCC1(CC2CC2)CCCN(c2nc(-c3ccccc3)no2)C1 (stereo not drawn) | 4%
COC(=O)c1cc(-c2ccc(F)cc2)nc2onc(-c3ccco3)c12 | -14%
COCCNC(=O)CC1=CSC2=NC(C)=C(C(=O)OC(C)C)C(c3ccc([N+](=O)[O-])cc3)N12 (stereo not drawn) | ?
Further entries
SMILES | KDM5B inhibitor
Cc1ccc(OCC(O)CNc2nc(C)nc3c2c(C)nn3C)c(C)c1 (stereo not drawn) | 10%
Cc1ccsc1CN1CCCCCNC(=O)[C@@H]2CCC[C@@H]21 | ?
Cc1ccc(-c2ncc(C(=O)NCCC3=CCCCC3)c(-c3ccncc3)n2)cc1 | 5%
CCn1c(=O)c2sccc2n2c(CCCC(=O)Nc3ccc(OC)c(OC)c3)nnc12 | 6%
CN(C)CCNc1oc(-c2ccc(S(=O)(=O)N3CCOCC3)cc2)nc1C#N | ?
CC1CCCN(c2nc3c(c(=O)n(C)c(=O)n3C)n2CC(=O)c2ccc(Br)cc2)C1 (stereo not drawn) | 9%
COc1ccc2cc(COC(=O)c3nn(C)c(=O)c4ccccc34)ccc2c1 | ?
CN(C(=O)c1ccc(Cl)nc1)C1CCc2ccccc21 (stereo not drawn) | -6%[86.2 µM]
Cc1ccc2c(=O)cc(C(=O)Nc3onc4c3CC(C)CC4)oc2c1C (stereo not drawn) | 17%
O=C(NCCc1ccncc1)C1CN(C(=O)c2ccc(Cl)cc2)CC12CCOCC2 (stereo not drawn) | -6%
CCCc1c(C)nc2ccc(Cl)cc2c1-c1ccccc1 | 9%
O=C(O)c1ccc(CC2CCN(C(=O)C3CC3)CC2)cc1 | 8%
CC(C)(C)c1ccc(C(=O)NC(Nc2ccc(Cl)cc2)C(Cl)(Cl)Cl)cc1 (stereo not drawn) | -4%
CN(C)[C@@H]1CN(Cc2ccc(Br)o2)CC[C@@H]1CNC(=O)C1CC1 | -22%
COc1ccc(CCNC(=O)CCn2c(=O)c3ccccc3n(Cc3c(C)cc(C)cc3C)c2=O)cc1OC | -2%
Cc1ccc(NC(=O)CN2C(=O)c3ccccc3S2(=O)=O)cc1C | -60%
O=C(COc1ncnc2ccc(Br)cc12)Nc1ccc(F)c(F)c1 | 20%
CNS(=O)(=O)CCNc1nc(-c2ccccn2)nc2c1c(C)nn2C | 22µM*
CCc1nc(SCC(=O)c2c[nH]c3ccccc23)n[nH]1 | 17%
O=C(C[C@@H]1O[C@H](CNC(=O)Nc2cccc(F)c2)[C@@H](O)[C@H]1O)NCc1ccc(F)cc1 | 3%
COCCN1C(=O)CS(=O)C12CCN(C(=O)c1cccc3[nH]ccc13)CC2 (stereo not drawn) | 28µM*
N=C(N)c1cccc(COc2ccccc2)c1 | -2%
COc1ccc(-c2cc(C[C@H]3CNCC[C@H]3CC(=O)N3CCC(Cc4ccccc4)CC3)no2)cc1 | ?
COc1cc(NC(=O)Cn2ncc3c([nH]c4ccc(C)cc43)c2=O)cc(OC)c1OC | -7%
Cc1nc(Nc2nc3ccccc3o2)ncc1C(=O)Nc1ccccc1 | 10%

Pulled by compound from the entries so far, three records:
SMILES | KDM5B inhibitor
CCc1nc(SCC(=O)c2c[nH]c3ccccc23)n[nH]1 | 17%
Cc1ccsc1CN1CCCCCNC(=O)[C@@H]2CCC[C@@H]21 | ?
CC1CCCN(c2nc3c(c(=O)n(C)c(=O)n3C)n2CC(=O)c2ccc(Br)cc2)C1 (stereo not drawn) | 9%

Carrying on.
SMILES | KDM5B inhibitor
O=C1CCN(C(=O)[C@H](Cc2ccccc2)NS(=O)(=O)c2ccccc2)CCCOCCN1 | -19%
CC(=O)c1cc(CN2CCC3(CC2)C(C(=O)O)CC(=O)N3C)n(C)c1 (stereo not drawn) | -16%
CCOc1ccc2nc(NC(=O)CCNC(=O)c3ccc(F)cc3Cl)sc2c1 | -1%
Cc1cc(C)c(NC(=O)Cn2nnc(C(=O)Nc3ccc(F)cc3F)c2N)c(C)c1 | -1%
Cc1ccncc1C(=O)N1CC(N(C)Cc2cccnc2)C1 | -2%
COc1ccc(-c2[nH]nc3ncc(-c4cccc(CO)c4)nc23)c(C)c1 | ?
COCCNC(=O)C[C@@H]1c2nc(NC(=O)c3ccco3)sc2C[C@@H]2[C@](C)(CO)[C@H](O)CC[C@]21C | -10%
CC(C)N(Cc1cn(Cc2ccccc2)nn1)S(=O)(=O)c1ccc(F)cc1Br | 19%
CC(=O)c1cccc(OCc2cc(C(=O)N(C)Cc3ccc(C)o3)no2)c1 | ?
Cc1noc(-c2ccco2)c1C(=O)NCc1cccc(Cl)c1 | -7%
COc1ccc2c(C)c(CC(=O)NCc3ccc(C)cc3)c(=O)oc2c1 | -153%
CCn1c(SCC(=O)Nc2ccc3c(c2)OCO3)nc2c(-c3ccc(C)cc3)csc2c1=O | 4%
COc1ccc(NC(=O)CN2C(=O)NC3(CCC(C)CC3)C2=O)cc1OC (stereo not drawn) | -7%
N#Cc1ccc(S(=O)(=O)N2CCCCC2C(=O)N2CCCC2)cc1 (stereo not drawn) | 4%
O=C(NC(=S)NN1CCCCC1c1cccnc1)c1ccc(Br)cc1 (stereo not drawn) | -11%
O=C(NCc1ccoc1)Nc1cccc(C(=O)N2CCCC2)c1 | -13%
C=CCN1CC2(CCC1=O)CCN(Cc1cccc(C#N)c1)CC2 | ?
Cc1cc(C)c(NC(=O)c2ncoc2-c2cccc(Cl)c2)c(C)c1 | -24%
CC(C)c1ccc2c(c1)-c1ccccc1S(=O)(=O)N2CC(=O)NCc1ccncc1 | -24%
Cc1cc(CNC(=O)[C@@H]2CCC[C@@H](NC(=O)NC3(c4ccccc4)CCOCC3)CN(C)C(=O)C2)no1 | -18%
O=C(O)C/C(=C/c1ccc(C(=O)O)cc1)c1nc2ccccc2s1 | ?
COc1ccccc1CCNC(=O)CCNS(=O)(=O)c1ccc(NC(C)=O)cc1 | 26%
Cc1cnn(CCC(=O)N2CCC3(CCOCC3)CC2)c1 | -14%
CC(NC(=O)c1ccc2nc(Cc3ccccc3)oc2c1)c1ccccc1 (stereo not drawn) | 7%
O=C(NC1CCC(n2cc(C(=O)N3CCCC3)nn2)CC1)C(c1ccccc1)C1CCCC1 (stereo not drawn) | -14%
Next part.
SMILES | KDM5B inhibitor
COc1ccccc1NC(=O)c1oc2ccccc2c1NC(=O)c1c(F)cccc1F | -17%
Cn1c(COc2ccc(Cl)cc2)nnc1SCCn1cccn1 | 20%
Cc1c(CNC(=O)c2ccccc2C2CCNC2)oc2ccccc12 (stereo not drawn) | -9%
CC1CCN(c2nc3nonc3nc2Nc2ccc(F)cc2)CC1 | -14%
CC(C)Oc1ccc(CNC(=O)C2Cn3cccc3C(=O)N2C)cc1 (stereo not drawn) | -23%
O=C1CC[C@@]2(C(=O)N3CCOCC3)CCCC[C@@H]2N1CCc1ccccc1 | 4%
O=S(=O)(Cc1ccccc1)N[C@H]1CO[C@H]2[C@@H]1OC[C@@H]2n1nnnc1Oc1ccc2c(c1)OCO2 | -9%
C[C@H](NC(=O)N1CCC(Cc2ccccc2)CC1)C(=O)O | 17%
COCCNC(=O)CSc1cc(C)c2ccc(OC)cc2n1 | -21%
CC(C)CCNC(=O)CC1Sc2ncccc2N(C)C1=O (stereo not drawn) | ?
Cc1cccc(C(=O)NC(C)c2ccc(OC(F)F)cc2)n1 (stereo not drawn) | 3%
CN(C(=O)c1ccc(OC2CCN(C(=O)C3CC3)CC2)cc1)C1CCCc2ccccc21 (stereo not drawn) | 11%
CCCCC1c2cc(c(O)cc2O)C(CCCC)c2cc(c(O)cc2O)C(CCCC)c2cc(c(O)cc2O)C(CCCC)c2cc1c(O)cc2O (stereo not drawn) | -16%
CCCN1CCC2(CCN([S+](=O)([O-])c3c(C)noc3C)CC2)Oc2ccccc21 | -7%
CNc1c(NC(=O)NCCCOC)c(=O)oc2ccccc12 | 12%
COc1ccccc1-n1cnc2sc3c(c2c1=O)CCCC3 | 15%
Cc1cc(=O)n(CC(=O)Nc2ccccc2C)c(-c2ccccc2)n1 | -12%
CN(C)c1ccc(C(CNC(=O)COc2ccc(Cl)cc2)N2CCOCC2)cc1 (stereo not drawn) | 0%
COc1ccccc1CCC(=O)N1CCC(Oc2ncccc2C(=O)N(C)C)C1 (stereo not drawn) | -5%
CCOc1ccc(-c2[nH]ncc2-c2ccccc2OC)c(O)c1 | -9%
COc1ccccc1-n1nnc(C(=O)OCc2cc(C)ccc2C)c1C | 4%
CN1C(=O)c2cccn2CC1CNC(=O)C1CCCC1 (stereo not drawn) | 5%
CC1=C[C@@H](CO)[C@H](C(C)C)C[C@H]1Cc1nnc(-c2ccncc2)o1 | -39%[86.2 µM]
CC1C(=O)N2CCCc3cc(S(=O)(=O)N(Cc4ccccc4)c4ccccc4)cc1c32 (stereo not drawn) | 0%
COc1c(C)cccc1C(=O)Nc1ccc(-c2nc3ccccc3o2)cc1 | ?
(continued)
SMILES | KDM5B inhibitor
Cn1ncc2c(C(=O)N3CCOCC3)cc(-c3cccnc3)nc21 | -25%[149 µM]
CCN(Cc1ccccc1)c1sc(S(C)(=O)=O)nc1S(=O)(=O)c1ccc(C)cc1 | -21%
O=C1CC(c2ccccc2)N(C(=O)CNC(=O)NCCc2ccccc2)CCCCCN1 (stereo not drawn) | 21%
COC(=O)Cc1c(C)c2ccc(OCc3ccc(F)cc3)cc2oc1=O | ?
Cc1noc([C@@H]2CN(C(=O)c3cc(C)n(Cc4ccco4)c3C)C[C@H]2C(N)=O)n1 | 1%
CCn1ccc(C(=O)N2CCCCCCNC(=O)[C@@H]3C[C@@H](c4nc(-c5cccnc5)no4)C[C@@H]32)n1 | 22%
O=C(CCCCCCC(=O)c1ccc(F)cc1)c1ccc(F)cc1 | 2%
COc1ccc(C(C(=O)NCC2CCCO2)N(C(=O)CNC(=O)c2ccco2)c2cc(C)ccc2C)cc1OC (stereo not drawn) | 14%
COc1ccc(-c2cc3c(=O)[nH]nc(SCC(=O)N4CCCC4)n3n2)cc1OC | -2%
Cc1ccc2c(CC(=O)Nc3nnc(C(C)C)s3)coc2c1C | -22%
CCOC(=O)C1CCN(Cc2ccccc2OCC(O)CN(C)C2CCCCC2)CC1 (stereo not drawn) | -3%
O=C(NC1CCCC1)NC1CCCN(c2cc(N3CCCC3)ncn2)C1 (stereo not drawn) | 2%
O=C(NN1CCOCC1)NC12CC3CC(CC(C3)C1)C2 | 4%

In the list so far, twelve contain fluorine:
SMILES | KDM5B inhibitor
FC(F)(F)c1cccc(C2=NOC3(CCCN(CC4CCCC4)C3)C2)c1 (stereo not drawn) | -23%[115 µM]
COC(=O)c1cc(-c2ccc(F)cc2)nc2onc(-c3ccco3)c12 | -14%
O=C(COc1ncnc2ccc(Br)cc12)Nc1ccc(F)c(F)c1 | 20%
O=C(C[C@@H]1O[C@H](CNC(=O)Nc2cccc(F)c2)[C@@H](O)[C@H]1O)NCc1ccc(F)cc1 | 3%
CCOc1ccc2nc(NC(=O)CCNC(=O)c3ccc(F)cc3Cl)sc2c1 | -1%
Cc1cc(C)c(NC(=O)Cn2nnc(C(=O)Nc3ccc(F)cc3F)c2N)c(C)c1 | -1%
CC(C)N(Cc1cn(Cc2ccccc2)nn1)S(=O)(=O)c1ccc(F)cc1Br | 19%
COc1ccccc1NC(=O)c1oc2ccccc2c1NC(=O)c1c(F)cccc1F | -17%
CC1CCN(c2nc3nonc3nc2Nc2ccc(F)cc2)CC1 | -14%
Cc1cccc(C(=O)NC(C)c2ccc(OC(F)F)cc2)n1 (stereo not drawn) | 3%
COC(=O)Cc1c(C)c2ccc(OCc3ccc(F)cc3)cc2oc1=O | ?
O=C(CCCCCCC(=O)c1ccc(F)cc1)c1ccc(F)cc1 | 2%

High-throughput results deposited in PubChem BioAssay by National Center for Advancing Translational Sciences (NCATS).

Some of the compounds tested (hit frequency here may not be typical).
